Mot1-301 SUMO: blocks SUMOylation pathway, rescuing yeast Mot1-301 growth | 1% of 320,000 active | growth rescue, % at 18.8 µM | S. cerevisiae Mot1-301 growth rescue, ATP luminescence, 38.5C; percent above DMSO median, 100 means doubled;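 active means every valid replicate shows activation above 250% relative to neutral control wells; inactive means the rest, any valid replicate at or below 250%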;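 further: OY570 slx delta 5 strain wells were the positive control but not used for scaling; some compounds called inactive have numbers as strong as hits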
phage Ecoli inh: E. coli growth loss with phage present | growth absorbance | inhibition, % at 11.9 µM | 0.26% of 360,000 active; in the data active means inhibition above about 11%
OPRM1-OPRD1 ag: agonists of human mu-delta opioid receptor heterodimerization; cells, OPRM1-OPRD1 heterodimerization, luminescence; activation, % at 9.3 µM; 0.3% of 340,000 active; AID 504326; in the data active means activation above about 18%;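 further: 0% = vehicle-treated cells and 100% = reference agonist; values of inactives mirror those of a sister screen read the other way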
PKA-R2B activ: PKA-R2B complex activation. P22694+P31323. PKA-R2B holoenzyme dissociation, Cy5-IP20 fluorescence polarization; R2B truncated from residue 108, S112A mutant; 0% DMSO only, 100% 113 µM cGMP. activation, % at 11.4 µM. 0.079% of 340,000 active. AID 504700;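 active means activation above a cutoff set at the mean over all compounds plus 3 SD, cut at about 18% in these data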;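 further: higher means more holoenzyme dissociation and a rise in polarization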
Target sequence (P31323 whole entry, looked up, other chains not shown, the tested form may be a part): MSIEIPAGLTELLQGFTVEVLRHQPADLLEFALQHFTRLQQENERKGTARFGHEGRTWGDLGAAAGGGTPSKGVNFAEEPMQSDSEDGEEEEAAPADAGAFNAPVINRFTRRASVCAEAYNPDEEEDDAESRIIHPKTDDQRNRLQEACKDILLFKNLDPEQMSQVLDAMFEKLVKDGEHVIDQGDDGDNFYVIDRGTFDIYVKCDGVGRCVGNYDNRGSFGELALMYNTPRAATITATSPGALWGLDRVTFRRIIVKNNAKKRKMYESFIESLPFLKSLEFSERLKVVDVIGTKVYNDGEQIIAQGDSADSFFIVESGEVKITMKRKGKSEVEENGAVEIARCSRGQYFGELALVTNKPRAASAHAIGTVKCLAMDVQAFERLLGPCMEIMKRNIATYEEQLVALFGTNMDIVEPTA
AddAB inh: less growth of phage-infected E. coli with AddAB. inhibition, % at 11.9 µM. AID 435030. E. coli expressing H. pylori AddAB, absorbance growth. 0.29% of 330,000 active; in the data active means inhibition above about 12%;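 further: 0% = vehicle wells of infected cells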
PfHsp90 yeast 2: reduces growth (ATP signal) of yeast expressing P. falciparum Hsp90 | AID 504621 | S. cerevisiae expressing PfHsp90, BacTiter-Glo ATP, 48 h; yeast lacking PDR1 and PDR3 efflux regulators | 0.32% of 310,000 active | inhibition, % at 9.4 µM;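 active means every replicate shows inhibition above about 80%, whatever the replicate mean, limit read from the data; inconclusive means mean inhibition reaches the set limit but some replicate falls short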;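 further: 0% = DMSO neutral controls and 100% = 20 µM radicicol positive controls; yeast relying on Plasmodium falciparum Hsp90 in place of its own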
PKA-R1A act: PKA-R1A complex activation; P00514+P68181; AID 504707; PKA-R1A dissociation, Cy5-IP20 fluorescence polarization; scaled: DMSO 0%, 113 µM cGMP 100%; 0.083% of 340,000 active; activation, % at 11.4 µM;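 active means percent activation above the mean of all tested compounds plus 3 SD, cut at about 19% in these data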;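 further: higher means more PKAc released from R1A so a rise in polarization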
OPRM1-OPRD1 inv: inverse agonist of human OPRM1-OPRD1 heterodimerization. P35372+P41143. cell-based MOR-DOR heterodimer luminescence, inverse agonism. inhibition, % at 9.3 µM. 0.21% of 340,000 active. AID 504357; in the data active means inhibition above about 22%, passing the limit was not always enough;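 further: 0% = cells with DMSO and 100% = wells without cells with DMSO; values of inactives mirror those of a sister screen read the other way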
Tat export inh: blocks Tat-dependent protein export in E. coli | inhibition, % at 10 µM | E. coli MC4100 TorA-mCherry Tat export, fluorescence | 0.036% of 340,000 active;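 active means mean replicate inhibition at least 50% and at least half of replicates individually reaching 50%; inconclusive means only one of the two criteria met; inactive means neither criterion met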;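 further: exported cargo escapes ClpAP degradation while cytoplasmic cargo is degraded and loses fluorescence; 0% = median of neutral control wells and 100% = median of NaSCN control wells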
Ecoli viability: counter-screen for AddAB inhibitors: E. coli growth inhibition | E. coli V3065 growth, OD600 absorbance, 18 h | inhibition, % at 11.9 µM | 0.27% of 330,000 active;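 active means inhibition above the campaign's mean inhibition across all tested compounds plus 3 SD, cut at about 9.9% in these data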;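 further: uninfected addAB+ strain grown without phage in ampicillin broth; 0% = DMSO wells and 100% = ciprofloxacin 0.95 µg/ml wells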
HTR5A inv ctr: HTR5A inverse agonism, opioid heterodimer counter-screen; 0.083% of 340,000 active; inhibition, % at 9.3 µM; P47898; HTR5A cell line, luminescence; in the data active means inhibition mostly above about 23%, no sharp cut-off; inactive means mostly below about 18%;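 further: 0% = cells with DMSO and 100% = no-cell wells with DMSO; some compounds called inactive have numbers as strong as hits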
Target sequence (P47898 whole entry, looked up): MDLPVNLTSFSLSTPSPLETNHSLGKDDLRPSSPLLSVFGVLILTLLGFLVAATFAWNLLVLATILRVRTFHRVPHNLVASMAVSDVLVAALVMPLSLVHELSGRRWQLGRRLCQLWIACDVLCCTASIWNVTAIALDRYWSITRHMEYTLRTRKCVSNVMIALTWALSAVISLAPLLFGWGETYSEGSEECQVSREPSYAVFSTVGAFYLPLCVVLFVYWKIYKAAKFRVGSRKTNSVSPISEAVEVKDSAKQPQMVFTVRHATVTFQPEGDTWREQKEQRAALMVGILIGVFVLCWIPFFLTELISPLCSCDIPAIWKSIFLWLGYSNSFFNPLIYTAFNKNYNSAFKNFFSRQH
Active calls of the source: *; ? = inconclusive; . = no result given.

SMILES	Mot1-301 SUMO	phage Ecoli inh	OPRM1-OPRD1 ag	PKA-R2B activ	AddAB inh	PfHsp90 yeast 2	PKA-R1A act	OPRM1-OPRD1 inv	Tat export inh	Ecoli viability	HTR5A inv ctr
COc1ccc(OC)c(NC(=O)CSc2nnc(C)n2Cc2ccccc2)c1	-17	1.0	-3.2	-3	2.6	13	-16	15	-9	2.2	23
O=C(N=Nc1c(O)n(C2OC(=O)c3ccccc32)c2ccccc12)c1ccc(O)cc1 (stereo unspecified)	8	-0.1	0.9	3	3.6	-42	-16	-5	0	2.6	-20
Cc1cc(C(=O)NC(C)C)on1	-8	1.3	-0.5	5	2.0	-6	-14	3	-5	1.0	7
O=C1N/C(=C\c2ccsc2)C(=O)N1Cc1ccc(F)cc1	-8	3.5	-0.5	1	-0.7	0	-1	3	-2	-1.1	-1
CC1(C)CC(=O)C2=C(C1)Nc1ccccc1NC2c1nc2ccccc2[nH]1 (stereo unspecified)	-5	-0.4	-3.0	-8	1.5	24	-8	18	1	0.3	-12
O=C(COC(=O)CNC(=O)c1ccc(Br)o1)Nc1ccc2c(c1)OCCO2	126	1.0	-1.1	-8	-0.4	-7	4	6	-2	-0.2	-9
COc1ccc(NC(=O)CN(C)C(=O)c2c(C)nn(Cc3ccccc3)c2C)cc1	-21	-0.7	-1.4	1	2.7	26	0	9	-9	-0.7	-3
CCc1cc2c(SCC(=O)NC(=O)c3cccn3C)ncnc2s1	7	3.6	0.7	-6	0.2	-17	-11	-4	-3	-1.1	11
Cc1ccc(-n2nc(C)cc2N)c(C)c1	324	2.8	-2.5	-11	2.0	12	-4	14	1	-2.6	-10
Cc1nc([N+](=O)[O-])c(Br)n1CC(=O)c1ccccc1	-33	1.4	-1.9	2	4.7	.	-4	9	3	-1.4	2
CCOc1ccc(CNC(=O)C(CC)n2nc(C)n3c(cc4occc43)c2=O)cc1OC (stereo unspecified)	-9	1.6	-3.6	6	0.7	5	-14	18	-2	1.4	-25
COc1cccc(CNC(=O)Cc2ccc(-n3c(=O)[nH]c4ccccc4c3=O)cc2)c1	-14	3.7	-4.1	-11	2.1	20	11	22	-3	4.6	-22
O=C(Nc1cccc(NC(=O)c2ccccc2)n1)c1ccccc1	25	0.0	-1.6	-1	0.2	4	-1	8	-8	0.0	-5
C[C@H]1COC(=O)[C@@H](Cc2ccc(F)cc2)CC/C=C/C[C@H](CC(=O)N(CCO)Cc2ccccc2)C(=O)N1	-2	3.5	-2.5	-7	1.4	9	-3	11	0	-1.4	3
Cc1cc(C)c2c(n1)nn1c(NCCCN3CCOCC3)cc(C)nc21	.	3.4	2.0	-2	.	2	1	-11	0	.	-1
CC(C)(C)c1ccccc1OCCN1CCCC1	66	0.1	-0.7	12	0.6	-13	-4	4	3	-1.1	8
CC(C)CSc1nc2c(c(=O)[nH]c(=O)n2C)n1CC(O)COc1cccc2ccccc12 (stereo unspecified)	.	-0.7	6.4	3	.	.	-7	-32	0	.	-29
COC(=O)CC1=C(C(=O)OC)[C@@H](c2ccccc2[N+](=O)[O-])C(C#N)=C(N)O1	-7	1.9	-0.5	1	0.5	1	6	3	6	-2.3	-12
CC(=O)Nc1cccc(S(C)(=O)=O)c1	-5	4.5	-1.5	1	2.0	-15	-1	8	2	3.3	-12
CC(C)CN(C(=O)CCC(=O)OCC(=O)NCCc1ccccc1)c1c(N)n(CC(C)C)c(=O)[nH]c1=O	-21	1.7	-2.5	-3	4.3	6	0	14	-4	0.8	5
O=C(CSc1nc2ccc(S(=O)(=O)N3CCOCC3)cc2[nH]1)N1CCOCC1	-22	2.1	-1.2	6	2.4	-6	-3	7	3	2.5	11
COC(=O)C[C@H]1c2cc(C(F)(F)F)ccc2S(=O)(=O)N1Cc1ccccc1OC	3	2.3	-1.6	-7	2.4	-10	0	9	-1	1.0	-20
COc1ccccc1N(CC(O)COc1ccccc1)S(=O)(=O)c1ccccc1 (stereo unspecified)	18	2.3	-0.1	2	3.5	-7	14	0	4	0.7	11
CC(=O)Nc1ccc(NC(=O)COc2cc(O)c3c(c2)OC(C)(C)CC3=O)cc1	18	3.4	-2.4	-6	3.9	8	-2	12	-4	-1.8	14
Cc1cccc(NC(=O)CN(CC2CCCO2)C(=O)c2oc3ccc(F)cc3c2C)c1C (stereo unspecified)	5	0.5	-3.6	1	-0.5	5	-10	14	6	-0.9	9

(list continues)
SMILES	Mot1-301 SUMO	phage Ecoli inh	OPRM1-OPRD1 ag	PKA-R2B activ	AddAB inh	PfHsp90 yeast 2	PKA-R1A act	OPRM1-OPRD1 inv	Tat export inh	Ecoli viability	HTR5A inv ctr
CCOC(=O)C1(Cc2cccc(F)c2)CCN(Cc2cn(CC)nc2C)CC1	618	4.2	15	-5	1.0	10	1	-86	-8	0.0	-6
Cc1cccc(NC(=O)C23CCC(C)(C(=O)O2)C3(C)C)c1 (stereo unspecified)	235	5.2	-4.8	6	2.0	0	-4	22	-3	-0.5	10
COc1ccc(C(=O)NCC(=O)OCc2c(Cl)cccc2Cl)cc1OC	.	0.2	-0.4	7	.	.	-1	2	-2	.	0
CC(=O)NS(=O)(=O)c1ccc(NC(=O)c2cc(-c3cccs3)nc3ccccc23)cc1	4	2.9	-0.4	2	3.7	-13	-7	2	?	0.3	-25
COc1ccc(/C(O)=C2/C(=O)C(=O)N(CCN(C)C)C2c2ccccn2)cc1OC (stereo unspecified)	-9	0.8	-0.1	4	-0.3	-22	7	1	12	-2.4	5
CCOc1ccc(CNC(=O)CCCc2cn(C)c3ccccc23)cc1	23	3.6	-1.3	7	.	6	7	6	-6	.	8
CCOC(=O)c1c(NC(=O)c2nn(CC)cc2Br)sc2c1CCCCC2	858*	-1.2	-1.7	-5	1.5	-11	-2	9	-1	1.2	-10
CSc1ccc(/C=C/C(=O)OCC(=O)NCC2CCCO2)cc1 (stereo unspecified)	.	-1.4	-2.6	-16	0.8	2	3	11	1	1.1	6
CCOC(=O)N1CCN(C(=O)c2cc(COc3ccc(Cl)cc3OC)on2)CC1	44	-1.0	-0.7	-3	1.2	-2	-13	4	-5	-0.7	-3
COc1ccc(NC2c3ncccc3C(=O)N2Cc2cccs2)cc1 (stereo unspecified)	89	4.6	-3.8	-4	0.7	4	-1	19	2	0.5	-3
NC(=O)c1cc(Br)cc(C2CCCCC2)c1O	141	2.8	1.0	-7	1.4	32	-5	-5	5	0.2	0
COc1ccc(NC(=O)CCS(=O)(=O)c2ccc3c(c2)CCN3C(C)=O)cc1	4	0.2	-3.2	2	0.1	-4	-2	16	6	0.9	-15
O=C(CCc1nc2ccccc2s1)OCc1ccccc1	44	3.3	1.4	1	3.0	5	4	-7	2	-1.4	-16
COCCN(CC(=O)NCc1ccc(OC)cc1)C(=O)CCC(=O)Nc1nccs1	10	1.9	-2.9	-14	2.9	12	-10	12	5	3.1	-12
Cc1cccc(NC(=O)Cn2c(=O)n(CCC(=O)NC3CCCC3)c(=O)c3ccccc32)c1	11	2.5	-2.2	-2	-3.7	.	-2	12	-1	-1.6	-6
C[C@H](CO)N1C[C@H](C)[C@@H](CN(C)C(=O)Nc2ccccc2)Oc2c(NC(=O)Nc3ccc4c(c3)OCO4)cccc2C1=O	4	3.4	0.3	-2	-1.9	52	-7	-2	-1	-0.5	13
Cc1cccc(C(=O)NCCC(=O)N2CCc3ccccc3C2)c1	4	0.5	-5.3	-1	1.2	2	-9	20	2	1.1	0
CCc1c(C)nc2ncnn2c1N1CCC(C(=O)Nc2cccc(C(C)=O)c2)CC1	5	3.6	0.2	-4	1.9	5	-2	-1	-6	1.5	-35
CCC(=O)N1c2ccc(S(=O)(=O)NCCc3ccc(OC)c(OC)c3)cc2CC1C (stereo unspecified)	13	0.9	0.0	-3	4.5	17	-3	0	2	1.2	10
CCc1nnc(NC(=O)CSC(=S)N2CCOCC2)s1	394	3.8	-1.2	-2	-1.2	22	5	6	2	1.6	5
O=C(CCN1C(=O)C2C3CCC(C3)C2C1=O)Nc1ccc(Br)cc1 (stereo unspecified)	-11	-0.1	-3.0	-12	1.4	-5	-16	16	12	0.2	-30
O=C(Nc1ccc(Nc2ccncc2)cc1)c1ccc(Nc2ccnc3ccc([N+](=O)[O-])cc23)cc1	.	3.6	-3.2	-5	.	-6	11	15	-7	.	-8
Cc1nnc(SC(C)C(=O)N(C)C2CCCCC2)n1N (stereo unspecified)	8	1.6	-2.7	0	2.7	0	-5	11	-5	2.6	-1
Nc1ccc(C(=O)OCC(=O)N2CCN(C(=O)c3ccco3)CC2)cc1[N+](=O)[O-]	2	3.1	-2.2	4	2.7	6	12	12	0	0.5	5
S=C(NCc1ccc(Cl)cc1)NC1CCCCC1	279	7.1	4.1	1	-0.8	-8	-5	-21	1	0.9	3

Further entries follow.
SMILES	Mot1-301 SUMO	phage Ecoli inh	OPRM1-OPRD1 ag	PKA-R2B activ	AddAB inh	PfHsp90 yeast 2	PKA-R1A act	OPRM1-OPRD1 inv	Tat export inh	Ecoli viability	HTR5A inv ctr
Oc1ccc(-c2nncn2-c2ccccc2)cc1	6	4.5	0.5	-15	1.4	-11	-5	-3	-1	1.4	-4
Cc1ccc(-c2nnn(CC(=O)Nc3cccc4c3CCCC4)n2)o1	-15	1.1	3.3	0	0.1	-4	7	-20	17	-1.0	17
Cc1ccc2oc(=O)ccc2c1	.	4.1	-1.3	-1	.	-7	-2	7	0	.	-21
COc1ccc(C(=O)NNC(=S)NC(=O)c2ccc(Cl)cc2)cc1	4	2.4	.	.	7.3	0	.	.	-1	0.5	.
CCc1ccc(NC(=O)NCCN2CCN(c3ccc(OC)cc3)CC2)cc1	-14	1.7	-0.6	0	-2.1	8	-6	3	2	-1.4	10
Cn1ccsc1=NC(=O)c1ccc(OC(F)(F)F)cc1	379	0.2	-0.8	4	4.0	6	-6	4	-12	3.2	7
COc1ccc(C)cc1N(CC(=O)NC1CCCC1)C(=O)CCC(=O)Nc1nc(C)cs1	-2	-1.5	-2.2	1	3.2	-50	-17	14	2	0.2	-6
CC(CCC(=O)Nc1nncs1)C(=O)O (stereo unspecified)	2	1.3	-0.4	1	0.2	-8	-6	2	4	-2.5	-14
CN(C)c1nc(-c2ccccc2)nnc1C(F)(F)F	-1	2.1	-1.6	-6	3.9	-20	-2	8	3	-3.8	-13
CCCC(=O)NCCCc1nc2ccccc2n1CC	-13	2.7	-0.2	7	-3.8	-10	2	1	2	0.2	-12
CCN(CC)S(=O)(=O)c1ccc(N2CCCCC2)c(NC(=O)c2ccncc2)c1	-2	0.9	0.1	-1	1.2	-1	1	-1	7	1.3	-2
Cc1nn(CC#N)c(=O)n1-c1ccc(C(C)C)cc1	-1	0.0	-2.0	-4	0.8	-3	0	9	-1	-1.3	9
CCOC(=O)[C@H]1[C@H]2COc3ccc(C)cc3[C@@H]2N2C(=O)[C@@H](CO)NC(=O)[C@@]12C	-19	1.4	-1.6	-10	-0.6	.	-5	9	0	-2.5	-11

Source: PubChem BioAssay (several laboratories)
